BioA inh: BioA (M. tuberculosis) enzyme inhibition. 360,000 compounds, 0.096% hits. inhibition, % at 9.99 µM. purified M. tuberculosis BioA enzyme, plate reader. AID 602481; in the data active means inhibition above about 40%
An asterisk follows results filed as active. This is a subset (hit frequency here may not be typical).

COc1ccccc1C(=O)Nc1ccc2c(c1)C(=O)N(C)C[C@@H](OC)[C@@H](C)CN(CC1CC1)[C@H](C)CO2
  BioA inh: 2.1

COc1cccc(-c2ccc([C@H]3[C@H](C#N)N(C(=O)c4ccccn4)[C@H]3CO)cc2)c1
  BioA inh: -1.7

COc1ccc(CN2C[C@H](O)COC[C@@H]3O[C@@H](CC(=O)NCCN4CCCC4)CC[C@H]32)cc1
  BioA inh: -0.7

O=C(C[C@H]1C=C[C@@H](NC(=O)Cc2cccnc2)[C@H](CO)O1)Nc1ccccc1
  BioA inh: -0.6

COc1cccc(CN2[C@H](CO)[C@@H]3c4ccccc4N(C(=O)c4ccncc4)C[C@@H]32)c1
  BioA inh: -1.2

CCC(=O)N1[C@H](CO)[C@H](c2ccccc2)[C@@H]1CN(CC)C(=O)c1ccccc1
  BioA inh: 0.3

C[C@@H](NC(=O)C[C@H]1C[C@@H]2c3cc(NC(=O)Nc4ccccc4F)ccc3O[C@@H]2[C@@H](CO)O1)c1ccccc1
  BioA inh: 5.5

CC(C)c1cn(CC[C@@H]2CC[C@@H](NC(=O)Nc3cc(Cl)cc(Cl)c3)[C@@H](CO)O2)nn1
  BioA inh: -1.0

CCCNC(=O)N1C[C@@H](C)[C@H](OC)CN(C)C(=O)c2cc(NS(C)(=O)=O)ccc2OC[C@@H]1C
  BioA inh: 2.4

C[C@@H]1CN([C@@H](C)CO)C(=O)c2cc(NC(=O)Nc3cccc4ccccc34)ccc2O[C@@H]1CN(C)Cc1ccc(Oc2ccccc2)cc1
  BioA inh: -1.0

CN(C)C(=O)C[C@@H]1C[C@@H]2c3cc(NC(=O)Cc4ccncc4)ccc3O[C@@H]2[C@H](CO)O1
  BioA inh: 0.5

O=C(C[C@H]1CC[C@@H](NC(=O)C2CCOCC2)[C@@H](CO)O1)Nc1ccc(-c2ccccc2)cc1
  BioA inh: -0.4

CO[C@H]1CN(C)C(=O)c2ccc(NS(C)(=O)=O)cc2OC[C@@H](C)N(C(=O)C2CC2)C[C@@H]1C
  BioA inh: -1.6

C[C@@H]1CN([C@H](C)CO)C(=O)c2cc(NC(=O)C3CCCCC3)ccc2O[C@@H](C)CCCCO[C@@H]1CN(C)Cc1ccccc1
  BioA inh: 0.4

C[C@H](NC(=O)[C@@H]1[C@@H](CO)[C@@H]2Cn3c(cccc3=O)[C@@H]2N1CC1CC1)c1ccccc1
  BioA inh: -0.2

C[C@H]1CN([C@@H](C)CO)C(=O)Cc2cc(NS(=O)(=O)c3ccccc3)ccc2O[C@H]1CN(C)CC1CCCCC1
  BioA inh: 1.1

C[C@H]1CN([C@@H](C)CO)C(=O)CCCn2cc(nn2)CO[C@H]1CN(C)S(=O)(=O)c1ccc2c(c1)OCCCO2
  BioA inh: -2.0

C[C@H](CO)N1C[C@H](C)[C@H](CN(C)Cc2ccccc2C(=O)O)Oc2cc(-c3ccc(C(=O)N(C)C)cc3)ccc2S1(=O)=O
  BioA inh: 0.6

O=C([C@@H]1[C@@H](CO)[C@@H]2Cn3c(ccc(C4=CCCC4)c3=O)[C@@H]2N1CC1CC1)N1CCCCC1
  BioA inh: -1.2

CCNC(=O)C[C@@H]1CC[C@@H]2[C@H](COC[C@H](O)CN2Cc2ccc(Cl)c(Cl)c2)O1
  BioA inh: 1.4

CO[C@@H]1CN(C)C(=O)c2ccc(NC(=O)C3CCC3)cc2OC[C@H](C)N(Cc2ccc(F)cc2)C[C@H]1C
  BioA inh: 0.8

COc1ccc(CNC(=O)C[C@H]2C=C[C@H](NC(=O)CN(C)C)[C@@H](CO)O2)cc1
  BioA inh: -1.0

O=[N+]([O-])c1cccc(/C=C/CO)c1
  BioA inh: -0.3

CCS(=O)(=O)Nc1ccc2c(c1)C(=O)N(C)[C@@H]1CC[C@@H](CC(=O)NC)O[C@H]1CO2
  BioA inh: -3.0

COc1ccc(NC(=O)N(C)C[C@H]2Oc3ccc(NC(=O)C4CCCCC4)cc3CC(=O)N([C@H](C)CO)C[C@H]2C)cc1
  BioA inh: -0.4

CCN1[C@H](C(=O)NCc2ccc(F)cc2)[C@@H](CO)[C@@H]2Cn3c(ccc(-c4ccccc4OC)c3=O)[C@@H]21
  BioA inh: -0.3

CN1[C@@H]2c3ccc(-c4ccccc4)c(=O)n3C[C@H]1[C@H](CO)[C@H]2C(=O)NCC1CC1
  BioA inh: 2.7

O=C(C[C@@H]1C=C[C@@H](NC(=O)Nc2ccc3c(c2)OCO3)[C@@H](CO)O1)NCc1ccc2c(c1)OCO2
  BioA inh: -1.2

CCCNC(=O)N[C@H]1C=C[C@H](CC(=O)NCCc2ccccc2)O[C@@H]1CO
  BioA inh: -1.2

COc1ccccc1NC(=O)N[C@@H]1CC[C@@H](CCNS(=O)(=O)c2ccc(Cl)cc2)O[C@@H]1CO
  BioA inh: -1.4

C[C@@H]1CN([C@H](C)CO)C(=O)c2cc(NC(=O)Cn3cnnn3)ccc2O[C@H]1CN(C)C(=O)Nc1ccc2c(c1)OCO2
  BioA inh: 5.6

Cc1ccc(S(=O)(=O)Nc2ccc3c(c2)C(=O)N([C@@H](C)CO)C[C@@H](C)[C@H](CN(C)C(=O)Nc2ccc4c(c2)OCO4)OCCCC[C@@H](C)O3)cc1
  BioA inh: 1.7

C[C@H](CO)N1C[C@H](C)[C@H](CN(C)C(=O)Nc2ccc3c(c2)OCO3)OCCCC[C@H](C)Oc2ccc(NC(=O)CCCCCC(=O)Nc3ccccc3N)cc2C1=O
  BioA inh: -2.8

COc1ccc(NC(=O)N(C)C[C@@H]2Oc3c(NC(=O)c4ccc(-c5nccs5)cc4)cccc3C(=O)N([C@@H](C)CO)C[C@@H]2C)cc1
  BioA inh: 0.0

COc1ccccc1-c1cccc(-c2nc(C(=O)N3CCOCC3)cc3c2[C@@H](CCO)N([S@](=O)C(C)(C)C)C3)c1
  BioA inh: 0.5

CCCNC(=O)Cc1ccc(N2C(=O)CSC2c2ccccc2)cc1 (configuration not stated)
  BioA inh: 0.3

C[C@@H]1CN([C@H](C)CO)C(=O)c2cc(NC(=O)Nc3cccc4ccccc34)ccc2O[C@H]1CN(C)Cc1ccc(Oc2ccccc2)cc1
  BioA inh: -1.8

CCCC(=O)Nc1ccc2c(c1)C(=O)N(C)[C@@H]1CC[C@@H](CC(=O)NCCN3CCCCC3)O[C@H]1CO2
  BioA inh: -0.9

Cc1noc(C)c1S(=O)(=O)Nc1cccc2c1O[C@@H](CN(C)Cc1ccc(Oc3ccccc3)cc1)[C@@H](C)CN([C@@H](C)CO)C2=O
  BioA inh: -2.6

C[C@@H]1CN([C@H](C)CO)C(=O)c2cc(NC(=O)Nc3ccc(F)cc3)ccc2O[C@@H](C)CCCCO[C@H]1CN(C)S(=O)(=O)c1cn(C)cn1
  BioA inh: 0.2

OC[C@H]1[C@@H](c2ccc(C#CC3CCCC3)cc2)[C@@H]2CN(CCC(F)(F)F)CCCCN12
  BioA inh: -0.7

CN(C)C(=O)c1ccc(-c2ccc([C@H]3[C@@H](CO)N4CCCCN(C(=O)C5CCC5)C[C@@H]34)cc2)cc1
  BioA inh: -0.4

Cc1ccc(S(=O)(=O)N[C@@H]2CC[C@H](CC(=O)N3CCC(Cc4ccccc4)CC3)O[C@@H]2CO)cc1
  BioA inh: 3.1

O=C(Nc1cc(F)ccc1F)N1CCCCN2[C@H](CO)[C@H](c3ccc(-c4ccccc4)cc3)[C@H]2C1
  BioA inh: 0.2

CCC(=O)Nc1ccc2c(c1)C(=O)N(C)C[C@@H](OC)[C@H](C)CN(C(=O)COC)[C@@H](C)CO2
  BioA inh: 0.7

O=C(C[C@H]1C=C[C@H](NC(=O)NC2CCCCC2)[C@H](CO)O1)NCc1ccc(Cl)cc1
  BioA inh: -1.4

CN(C)C(=O)C[C@H]1C[C@@H]2c3cc(NC(=O)Nc4ccccc4)ccc3O[C@@H]2[C@@H](CO)O1
  BioA inh: 0.0

Cc1ccc(S(=O)(=O)N(C)C[C@H]2Oc3c(NS(=O)(=O)c4c(C)noc4C)cccc3C(=O)N([C@@H](C)CO)C[C@H]2C)cc1
  BioA inh: 0.8

COc1ccccc1-c1ccc([C@H]2[C@@H](CO)N(C(=O)C3CCCCC3)[C@H]2C#N)cc1
  BioA inh: -1.0

COc1cccc(-c2ccc([C@H]3[C@H](C#N)N(C(=O)Cc4ccncc4)[C@H]3CO)cc2)c1
  BioA inh: 2.2

CO[C@H]1CN(C)C(=O)c2cc(NC(C)=O)ccc2OC[C@H](C)N(C(=O)c2ccccc2)C[C@H]1C
  BioA inh: -1.8

COCc1cn(CC[C@@H]2CC[C@H](NC(=O)Nc3ccc(F)cc3)[C@@H](CO)O2)nn1
  BioA inh: 2.2

C[C@@H]1CN([C@H](C)CO)C(=O)c2cccc(NC(=O)c3ccc(-c4nccs4)cc3)c2O[C@H]1CN(C)S(=O)(=O)c1ccccc1
  BioA inh: -1.5

CCCN(C)C[C@@H]1Oc2cc(-c3ccc(OC)cc3)ccc2S(=O)(=O)N([C@H](C)CO)C[C@@H]1C
  BioA inh: 2.3

C[C@H](CO)N1C[C@H](C)[C@@H](CN(C)CC2CCCCC2)Oc2c(NC(=O)NC3CCCCC3)cccc2C1=O
  BioA inh: -1.8

C[C@@H]1CCCCO[C@H](CN(C)C(=O)CCC(F)(F)F)[C@@H](C)CN([C@H](C)CO)C(=O)c2cc(NC(=O)c3ccccc3)ccc2O1
  BioA inh: 0.4

C[C@@H]1CN([C@H](C)CO)C(=O)c2cccc(NC(=O)c3nc4ccccc4s3)c2O[C@@H]1CN(C)S(=O)(=O)c1cccs1
  BioA inh: -1.7

OC[C@H]1[C@@H]2c3ccccc3NC[C@@H]2N1CC1CCOCC1
  BioA inh: 4.6

CC(C)NC(=O)N(C)C[C@@H]1OCCCC[C@@H](C)Oc2ccc(NS(=O)(=O)c3cccs3)cc2C(=O)N([C@H](C)CO)C[C@H]1C
  BioA inh: -0.9

COc1ccc(CN(C)C[C@H]2OCCCC[C@H](C)Oc3ccc(NS(=O)(=O)c4ccc(Cl)cc4)cc3C(=O)N([C@@H](C)CO)C[C@@H]2C)cc1
  BioA inh: -1.6

OC[C@H]1[C@@H](c2ccc(C3=CCCC3)cc2)[C@H]2CN(CCC(F)(F)F)CCCCN21
  BioA inh: 1.6

CNC(=O)C[C@H]1CC[C@@H]2[C@H](COC[C@@H](O)CN2C(=O)c2ccccn2)O1
  BioA inh: 3.0

COc1cccc(-c2cnc3c(c2)C(=O)N([C@@H](C)CO)C[C@@H](C)[C@H](CN(C)Cc2ccncc2)O3)c1
  BioA inh: 0.2

C[C@@H]1CN([C@H](C)CO)C(=O)c2cc(NC(=O)Cn3cnnn3)ccc2O[C@@H]1CN(C)C(=O)Nc1ccccc1
  BioA inh: 7.4

CCC(=O)Nc1ccc2c(c1)C(=O)N(C)[C@H]1CC[C@@H](CC(=O)N3CCc4ccccc4C3)O[C@@H]1CO2
  BioA inh: -1.4

COc1ccc(C#Cc2cnc3c(c2)C(=O)N([C@@H](C)CO)C[C@@H](C)[C@H](CN(C)C(=O)CC2CC2)O3)cc1
  BioA inh: 0.3

COc1ccc(S(=O)(=O)N(C)C[C@@H]2Oc3c(NC(=O)Nc4ccc(C(F)(F)F)cc4)cccc3C(=O)N([C@H](C)CO)C[C@@H]2C)cc1
  BioA inh: -1.3

CC(=O)N(C)C[C@@H]1Oc2cc(C#Cc3ccc(F)cc3)ccc2S(=O)(=O)N([C@H](C)CO)C[C@H]1C
  BioA inh: 1.6

CO[C@@H]1CN(C)C(=O)c2ccc(NC(=O)C3CCC3)cc2OC[C@H](C)N(Cc2nccs2)C[C@@H]1C
  BioA inh: 0.9

O=S(=O)(c1ccccc1)N1CCCCN2[C@@H](CO)[C@@H](c3ccc(-c4ccccc4)cc3)[C@@H]2C1
  BioA inh: 9.3

C[C@H]1CN([C@@H](C)CO)C(=O)c2cccc(NC(=O)C3CCOCC3)c2O[C@H]1CN(C)Cc1ccc(Oc2ccccc2)cc1
  BioA inh: -2.2

C[C@@H]1CN([C@H](C)CO)C(=O)Cc2cc(NS(=O)(=O)c3ccccc3)ccc2O[C@H]1CN(C)Cc1ccc(Oc2ccccc2)cc1
  BioA inh: 1.5

COc1cccc(S(=O)(=O)N2CCCCN3[C@H](CO)[C@@H](c4ccc(C#CC5CC5)cc4)[C@H]3C2)c1
  BioA inh: 1.7

CCCN1[C@H](C(=O)NCC)[C@@H](CO)[C@@H]2Cn3c(ccc(-c4ccc(C(=O)N(C)C)cc4)c3=O)[C@@H]21
  BioA inh: 0.0

CCCN1C[C@@H](C)[C@@H](OC)CN(C)C(=O)c2cc(NC(=O)NC3CCCCC3)ccc2OC[C@@H]1C
  BioA inh: -0.5

CO[C@@H]1CN(C)C(=O)c2ccc(NC(C)=O)cc2OC[C@@H](C)N(C(=O)C2CCOCC2)C[C@H]1C
  BioA inh: 2.0

COc1ccc(NC(=O)Nc2ccc3c(c2)C(=O)N([C@H](C)CO)C[C@H](C)[C@H](CN(C)C(=O)Cc2ccccc2)OCCCC[C@@H](C)O3)cc1
  BioA inh: 1.8

C[C@H]1CCCCO[C@H](CN(C)C(=O)CCC(F)(F)F)[C@@H](C)CN([C@@H](C)CO)C(=O)c2cc(NS(C)(=O)=O)ccc2O1
  BioA inh: -0.6

O=C(C[C@@H]1C[C@@H]2c3cc(NS(=O)(=O)c4ccc(F)cc4)ccc3O[C@@H]2[C@@H](CO)O1)NCc1ccncc1
  BioA inh: 0.7

O=C(c1ccc2c(c1)OCO2)N1C[C@@H]2[C@H](c3ccccc31)[C@H](CO)N2C(=O)CC1CC1
  BioA inh: -1.8

Cc1noc(C)c1S(=O)(=O)Nc1ccc2c(c1)C(=O)N([C@@H](C)CO)C[C@H](C)[C@@H](CN(C)S(=O)(=O)c1cn(C)cn1)OCCCC[C@H](C)O2
  BioA inh: -0.9

N#Cc1ccc(-c2ccc([C@H]3[C@@H](CO)N4CCCCN(C(=O)Cc5ccccc5)C[C@@H]34)cc2)cc1
  BioA inh: 1.3

Quoted at random: three compounds from above.
COc1ccc(S(=O)(=O)N(C)C[C@@H]2Oc3c(NC(=O)Nc4ccc(C(F)(F)F)cc4)cccc3C(=O)N([C@H](C)CO)C[C@@H]2C)cc1
  BioA inh: -1.3

COc1ccccc1C(=O)Nc1ccc2c(c1)C(=O)N(C)C[C@@H](OC)[C@@H](C)CN(CC1CC1)[C@H](C)CO2
  BioA inh: 2.1

C[C@H]1CCCCO[C@H](CN(C)C(=O)CCC(F)(F)F)[C@@H](C)CN([C@@H](C)CO)C(=O)c2cc(NS(C)(=O)=O)ccc2O1
  BioA inh: -0.6
